HIF-2a inh: inhibitors of HIF-2a. 786-0 RCC cells HIF-2a reporter, luciferase luminescence, overnight. 360,000 tested, 0.72% active. inhibition, % at 18.8 µM. AID 624352;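 active = inhibition of the luminescence signal of 40% or more relative to plate controls, in a single-dose primary screen at 18.75 µM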
Exocytosis inh: lytic granule exocytosis inhibition. TALL-104 LAMP-1 surface exposure, flow cytometry; cells stimulated with thapsigargin and PMA. inhibition, % at 10 µM. 360,000 tested, 0.66% active;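 active = inhibition above about 55%, limit read from the data; inconclusive = no clear call, values can overlap the other calls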
NR2E3 ag-1: agonists of human NR2E3 nuclear receptor. Q9Y5X4. CHO-S Gal4-NCOR/VP16-NR2E3 two-hybrid, luciferase. inhibition of corepressor binding, % at 3.98 µM. 360,000 tested, 0.35% active. AID 602229;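 active = inhibition above the mean of all tested compounds plus 3 SD, cut at about 70% in these data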;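 also: 0% = DMSO with NR2E3 transfected cells and 100% = cells lacking NR2E3 construct; higher means lower luciferase signal from less NR2E3 corepressor binding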
Target sequence (Q9Y5X4 whole entry, looked up, the tested form may be a part): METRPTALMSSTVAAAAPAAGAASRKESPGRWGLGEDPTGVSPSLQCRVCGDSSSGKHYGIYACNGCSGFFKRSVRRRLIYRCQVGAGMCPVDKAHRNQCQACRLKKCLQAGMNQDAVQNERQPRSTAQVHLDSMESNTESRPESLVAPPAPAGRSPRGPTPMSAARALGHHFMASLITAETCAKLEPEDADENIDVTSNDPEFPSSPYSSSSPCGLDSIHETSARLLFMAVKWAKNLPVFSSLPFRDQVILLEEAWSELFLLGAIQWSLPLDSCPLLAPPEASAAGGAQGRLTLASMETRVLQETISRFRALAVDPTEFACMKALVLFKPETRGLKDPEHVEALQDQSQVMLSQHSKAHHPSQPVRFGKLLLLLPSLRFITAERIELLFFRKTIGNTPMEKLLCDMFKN
iPSC survival up: enhancers of human iPSC single-cell survival. 360,000 tested, 0.044% active. AID 602274. hiPSC single-cell survival, ATPlite luminescence; 100% = ROCK inhibitor wells, 0% = DMSO. survival enhancement, % at 20 µM; in the data active = survival enhancement above about 18%;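 also: cells exposed to compounds for 16 hours before the ATP read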
Vif imaging: HIV Vif inhibition; HEK293T cells, Vif self-association by quenched fluorescence, imaging, 24 h; 340,000 tested, 0.35% active; inhibition, % at 7.49 µM; in the data active = inhibition above about 50%, passing the limit was not always enough; inconclusive = no clear call, values can overlap the other calls; inactive = below about 31%; also: some results filed as inactive read as strong as hits
PDI inh: inhibitors of human protein disulfide isomerase. P07237. PDI insulin aggregation turbidity, A650, 90 min. inhibition, % at 10 µM. 350,000 tested, 0.052% active. AID 588391;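 active = mean inhibition across replicates of 30% or more, whatever share of single replicates reach that level; inconclusive = mean inhibition below 30% while every single replicate reaches 30%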;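 also: absorbance from insulin aggregation driven by PDI reduction with DTT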
Target sequence (P07237 whole entry, looked up): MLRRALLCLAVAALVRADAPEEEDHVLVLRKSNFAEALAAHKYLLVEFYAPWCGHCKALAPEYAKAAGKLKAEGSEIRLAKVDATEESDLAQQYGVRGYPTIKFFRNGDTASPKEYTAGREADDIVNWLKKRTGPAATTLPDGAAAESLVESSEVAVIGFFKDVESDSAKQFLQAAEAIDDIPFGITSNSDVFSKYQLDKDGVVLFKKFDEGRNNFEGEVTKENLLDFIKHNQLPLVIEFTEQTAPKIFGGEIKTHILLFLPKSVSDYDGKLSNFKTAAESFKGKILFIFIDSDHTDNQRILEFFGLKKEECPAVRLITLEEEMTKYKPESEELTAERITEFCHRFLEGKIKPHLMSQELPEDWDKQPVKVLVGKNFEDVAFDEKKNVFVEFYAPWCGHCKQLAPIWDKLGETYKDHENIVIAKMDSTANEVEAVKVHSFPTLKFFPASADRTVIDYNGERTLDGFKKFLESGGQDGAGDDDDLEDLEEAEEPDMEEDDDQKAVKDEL
Peg3 promoter: Peg3 promoter activity inhibition; AID 588405; inhibition, % at 20 µM; HeLa PEG-Prom luciferase reporter, luminescence, overnight; 360,000 tested, 1.7% active;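 active = inhibition of at least 50% at 20 µM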
NR2E3 ag-2: agonists of human nuclear receptor NR2E3; GST-NR2E3/biotin-RetCOR TR-FRET, 1536-well; inhibition of corepressor binding, % at 4.78 µM; 320,000 tested, 0.12% active; AID 2300;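 active = percent inhibition above the cutoff of mean plus 3 SD of all tested compounds, set per screening campaign, cut at about 20% in these data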;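 also: 0% = DMSO wells and 100% = biotin wells as full block of FRET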
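System: GST-tagged NR2E3 plus biotinylated RetCOR corepressor; Buffer or medium: pH 7.5 Tris-based buffer; Probe or stimulus: RetCOR corepressor, biotinylated, 7 nM; Doses: compound at 4.8 µM, single dose; Schedule: 5 h incubation at 4 °C; Technique: time-resolved FRET; Evaluation: percent inhibition of TR-FRET ratio; Replication: one well per compound, singlicate testing.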
MITF TRPM1 inh: MITF TRPM1 promoter inhibition in SK-MEL-5 cells. AID 488899. inhibition, % at 12.5 µM. SK-MEL-5 TRPM1 promoter luciferase, 24 h. 330,000 tested, 0.83% active;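 active = mean inhibition across replicates of 60% or more, whatever share of single replicates reaches that level; inconclusive = some that reach 60%, reason not given; inactive = mean inhibition across replicates below 60%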; also: values of inactives mirror those of a sister screen read the other way
aDG glyco act: alpha-DG glycosylation activation; Pro5-aDG cells, alpha-DG glycosylation AlphaScreen (IIH6); 0% Pro5, 100% B10-LARGE cell signal; activation, % at 10 µM; 360,000 tested, 0.22% active; AID 624168;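 active = activation of at least 8% versus controls, or a plate z-score of at least 8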;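 also: Pro5 are CHO cells carrying HIG-tagged alpha-DG that lacks glycosylation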
CaV13 ICDI inh: Primary screen for inhibitors of IQ motif and Ca2+-dependent inactivation inhibitor domain binding in CACNA1D, Förster resonance energy transfer in living cells, … | HEK cells, CFP/YFP FRET ICDI-IQ, plate reader, 10 min; percent FRET-ratio fall versus neutral wells | inhibition, % at 12.3 µM | 340,000 tested, 0.098% active;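 active = mean replicate inhibition of at least 30% and at least 1% of replicates passing that level; inconclusive = only one of the two criteria is met; inactive = neither criterion is met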;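 also: 0% = median of the neutral control wells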
The depositor's hits bear a star; ? = inconclusive; . = not tested or not shown.

Structure	Vif imaging	iPSC survival up	CaV13 ICDI inh	PDI inh	NR2E3 ag-1	HIF-2a inh	MITF TRPM1 inh	Exocytosis inh	aDG glyco act	NR2E3 ag-2	Peg3 promoter
Oc1cccc2ccc(/C=C/c3ccccc3Br)nc12	-6	0.0	-20	2	-131	-276	-6	-9	0.2	3	-161
N#Cc1cnn(-c2ccccc2)c1NC(=O)CN1CCN(c2ccccc2)CC1	1	-0.3	-5	-1	0	4	.	2	-0.1	2	12
COc1cccc(/C=N/n2c(CO)nc3ccccc32)c1OC	-4	0.6	-4	2	-15	-45	-10	-5	-0.2	2	-42
CCC(O)c1c(-c2ccccc2)nn(C)c1Cl (stereo unspecified)	2	3.6	-5	0	6	21	-1	-4	0.1	-1	2
CC(C)(C)OC(=O)C[C@H]1C/C=C\C[C@@H](CC(=O)N[C@H](CO)Cc2ccccc2)C(=O)NC[C@@H](c2ccccc2)OC1=O	-3	-1.4	-10	-4	-1	16	4	6	0.5	.	-2
O=c1[nH]c(-c2ccc3c(c2)OCO3)nc2c1sc(=S)n2-c1ccccc1	3	-0.3	-5	-5	-24	-3	10	-1	1.3	3	0
NC(=S)Nc1cccc2cc3ccccc3cc12	0	-2.0	-7	-6	-48	-271	4	2	0.4	-9	-256
OC(COCc1ccccc1)Cn1cnc2ccccc21 (stereo unspecified)	-11	-1.4	-5	-1	26	1	1	-2	0.3	1	3
CCNC(=O)COc1ccc(S(=O)(=O)Nc2ccccc2)cc1	1	-3.2	-8	1	-19	-9	3	0	0.0	4	4
Cc1cccc(COc2ccccc2/C=N/Nc2ccc([N+](=O)[O-])cc2)c1	10	1.7	-7	-2	-43	-24	0	-1	0.6	2	37
CCc1cc(C(=O)N(CC)CC(=O)Nc2c(F)cccc2F)sc1C	5	-0.1	-4	9	-10	1	.	18	-0.1	.	2
CCc1c(C(=O)Nc2ccc(OC)cc2)[nH]c(C)c1C(C)=O	-1	22*	-5	9	-20	-95	-24	-2	0.4	1	-89
O=C(Nc1ccc2c(c1)OCCO2)c1cccc(Cl)c1	1	-0.5	-4	-7	-68	-272	-56	-10	0.2	-1	-295
O=C(NCCN1CCOCC1)c1cc(=O)[nH]c2ccc(Br)cc12	5	3.4	.	-8	-17	7	4	-1	0.0	0	13
CCc1nc2ccc(C(=O)N3CCN(S(=O)(=O)CC)CC3)cn2c1N(CC)Cc1cccc(Br)c1	-6	-0.8	-4	-4	24	4	.	21	-0.1	.	2
O=C(NCc1ccc(F)cc1)C1CCCN1S(=O)(=O)c1cccc2nsnc12 (stereo unspecified)	4	-0.4	-3	3	-20	5	8	2	0.0	3	-9
CCOC(=O)C1=C(C)NC(SC)=C(C#N)C1CC(C)C (stereo unspecified)	4	0.2	-19	1	-5	-324	17	0	-0.1	0	35
Cc1ccc(S(=O)(=O)NNC(=O)Nc2ccccc2F)c(C)c1	3	-0.2	.	-1	-3	-1	1	4	0.3	-1	27
Cc1ccc(OCCCCNC2CCCCC2)c(C)c1	-7	-3.0	2	3	-11	-8	-27	14	6.9*	2	-9
CCOC(=O)CCc1c(C)nc(SCC(=O)O)c(C#N)c1C	-4	-1.3	-3	17	5	5	8	-1	-0.1	1	11

Reformatted: entries from further up.
Second line of a record: Vif imaging	iPSC survival up	CaV13 ICDI inh	PDI inh	NR2E3 ag-1	HIF-2a inh	MITF TRPM1 inh	Exocytosis inh	aDG glyco act	NR2E3 ag-2	Peg3 promoter
- Oc1cccc2ccc(/C=C/c3ccccc3Br)nc12
    -6	0.0	-20	2	-131	-276	-6	-9	0.2	3	-161
- N#Cc1cnn(-c2ccccc2)c1NC(=O)CN1CCN(c2ccccc2)CC1
    1	-0.3	-5	-1	0	4	.	2	-0.1	2	12
- COc1cccc(/C=N/n2c(CO)nc3ccccc32)c1OC
    -4	0.6	-4	2	-15	-45	-10	-5	-0.2	2	-42
- CCC(O)c1c(-c2ccccc2)nn(C)c1Cl (stereo unspecified)
    2	3.6	-5	0	6	21	-1	-4	0.1	-1	2
- CC(C)(C)OC(=O)C[C@H]1C/C=C\C[C@@H](CC(=O)N[C@H](CO)Cc2ccccc2)C(=O)NC[C@@H](c2ccccc2)OC1=O
    -3	-1.4	-10	-4	-1	16	4	6	0.5	.	-2
- O=c1[nH]c(-c2ccc3c(c2)OCO3)nc2c1sc(=S)n2-c1ccccc1
    3	-0.3	-5	-5	-24	-3	10	-1	1.3	3	0
- NC(=S)Nc1cccc2cc3ccccc3cc12
    0	-2.0	-7	-6	-48	-271	4	2	0.4	-9	-256
- OC(COCc1ccccc1)Cn1cnc2ccccc21 (stereo unspecified)
    -11	-1.4	-5	-1	26	1	1	-2	0.3	1	3
- CCNC(=O)COc1ccc(S(=O)(=O)Nc2ccccc2)cc1
    1	-3.2	-8	1	-19	-9	3	0	0.0	4	4
- Cc1cccc(COc2ccccc2/C=N/Nc2ccc([N+](=O)[O-])cc2)c1
    10	1.7	-7	-2	-43	-24	0	-1	0.6	2	37
- CCc1cc(C(=O)N(CC)CC(=O)Nc2c(F)cccc2F)sc1C
    5	-0.1	-4	9	-10	1	.	18	-0.1	.	2

(listing goes on)
Structure	Vif imaging	iPSC survival up	CaV13 ICDI inh	PDI inh	NR2E3 ag-1	HIF-2a inh	MITF TRPM1 inh	Exocytosis inh	aDG glyco act	NR2E3 ag-2	Peg3 promoter
CCC[C@@H](CNC)NC[C@H](Cc1ccccc1)NCCCCc1ccccc1	1	-3.2	-10	4	29	-2	94*	1	-0.5	-1	99*
COCCn1c(=NC(=O)c2cc3ccccc3oc2=O)sc2cc(S(N)(=O)=O)ccc21	1	1.1	-7	-10	16	6	-1	-6	-0.1	2	10
COc1cccc(C=Nc2ccc(C)c(F)c2)c1O	3	0.8	-17	-8	8	6	2	0	0.1	2	13
Nc1nc2c(ncn2[C@@H]2O[C@H](CNCc3ccccc3)[C@@H](O)[C@H]2O)c(=O)[nH]1	2	1.0	-3	.	2	4	.	5	-0.1	.	6
O=C(c1ccc(Cl)cc1)c1cnc(-c2ccccc2)s1	-1	-0.5	-3	-3	7	-182	-26	2	-0.2	.	-133
O=C(CCn1c(=O)sc2ccccc21)NCc1ccccc1	-2	1.1	-6	.	2	-17	.	4	0.6	4	3
O=C(COC(=O)CNC(=O)c1ccccc1Cl)Nc1ccccc1Cl	-8	-1.8	-10	-5	-1	6	2	-1	-0.3	3	4
COC(=O)c1scc(C#N)c1N/N=C(\C#N)S(=O)(=O)c1ccc(Cl)cc1	.	-0.3	6	-127	-25	5	12	9	-0.1	5	45
CN1OC[C@@H]2CN[C@H](c3cccc(-c4cc(Cl)cc(Cl)c4)c3)C[C@@H]21	.	-1.4	-4	-2	-23	4	3	21	-0.2	.	16
Cc1ccc(Cl)cc1N1CCN(C(=O)CN(c2ccccc2)S(=O)(=O)N(C)C)CC1	-12	2.1	-6	12	12	11	9	0	1.7	8	22
COc1ccc(NC(=O)/C(=C\c2ccc3c(c2)OCO3)NC(C)=O)cc1	2	-0.3	-2	-19	6	-10	-1	4	0.0	-2	-8
COc1cc2c(cc1OC)C(c1cccs1)N(C(=O)c1cccc(S(=O)(=O)N(C)C)c1)CC2 (stereo unspecified)	-5	-0.4	-2	4	-2	12	-2	2	0.0	0	16
CCCCNC(=O)c1ccccc1NC(=O)C1=C(C)OCCS1	1	0.4	-5	7	-12	8	-7	2	0.1	-2	21
Cc1cccc([C@@H]2[C@@H]3C(=O)N(Cc4ccccc4)C(=O)[C@@H]3[C@]3(Cc4ccc(Cl)cc4)C(=O)N(c4cccc(Cl)c4)C(=O)N23)c1	-6	-0.6	-11	-3	-31	9	6	0	0.5	-1	20
CCOC(=O)/C=C1\SCC(=O)N1CC(=O)NCc1ccc(OC)c(OC)c1	13	1.1	-2	-2	11	12	-2	-2	-0.2	2	10
O=C(Nc1cccc(S(=O)(=O)C(F)F)c1)c1ccc(S(=O)(=O)N2CCOCC2)cc1	2	-0.4	.	-4	-19	21	7	-4	-0.2	-6	13
CC(C)c1ccc(NC(=O)C2CC3CCC2C3)cc1 (stereo unspecified)	-1	-0.3	-3	-1	-93	-266	-77	1	0.5	1	-313
CC(C)(C)c1ccc(C(=O)NCC(=O)N/N=C/c2ccccc2OCC(=O)O)cc1	-2	-3.2	-5	5	-5	-1	-4	-1	0.3	1	-3
Cc1nc2ccc(NC(=O)c3ccc(S(=O)(=O)N(C)c4ccccc4)cc3)cc2s1	-2	-1.0	-1	-4	-12	23	18	2	-0.3	5	67*
CCOc1ccc(/C=N/N(C)c2ccccc2)cc1OC	.	6.2	-5	-3	-151	-346	-113	-2	0.4	0	-335
COc1ccc(/C=C(/NC(=O)c2ccccc2)C(=O)NC2CCS(=O)(=O)C2)cc1 (stereo unspecified)	16	-1.2	-4	-6	-6	6	-5	2	-0.5	-4	-7
COc1ccc(CCNC(=O)C/C(C)=N/NC(=O)C23CC4CC(CC(C4)C2)C3)cc1OC	-1	-2.0	-4	1	-17	25	17	-11	-0.1	1	34
COc1ccc(/C=C/CN2CCN(Cc3ccccc3)C(CCO)C2)cc1 (stereo unspecified)	11	-1.7	-5	-2	-42	13	-3	-2	0.1	9	-12
O=C(CC[C@H]1O[C@@H](n2cnc3c(NC(=O)c4ccccc4)ncnc32)[C@H](O)[C@@H]1O)N[C@@H](CO)Cc1c[nH]c2ccccc12	.	2.6	-9	.	-19	10	.	-4	-0.2	.	8
COc1ccc(CCNC(=O)c2cnn(-c3ccc(C)c(C)c3)c2NC(=O)c2ccco2)cc1OC	-4	-0.8	-7	3	2	-9	7	-2	0.0	4	10
Cc1ccc(S(=O)(=O)N2CCN(CC(=O)Nc3ccnn3C3CCCC3)CC2)cc1	?	-0.6	-2	2	9	-4	0	-1	0.3	2	4
O=[N+]([O-])c1cc(C(F)(F)F)ccc1Oc1cccnc1[N+](=O)[O-]	-3	3.7	-3	7	5	-2	-2	1	0.0	0	-9
CCOc1ccc(CCN2C(=O)C(=O)N([C@@H](CC(C)C)CN3CCC[C@H]3CN3C(=O)C(=O)NC[C@@H]3Cc3ccc(O)cc3)C[C@@H]2CC(C)C)cc1	.	0.5	-5	.	-1	-9	.	-2	0.1	.	.
